A549 tox: counter-screen for Nrf2 inhibitors: cytotoxicity in A549 cells; AID 504648; Potency, µM (highest dose often 46 µM), without a hit: at the top dose activity change, negative = cytotoxicity, most hits filed as inhibitors; A549 ARE-Fluc cells, CellTiter-Fluor viability, 18-24 h; 390,000 compounds, 0.16% hits; further: potency means the concentration at half of the fitted maximal effect; on the % scale 0 is the no-effect control and ±100 the full control effect
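A549 ARE_Fluc cells in 5% FBS OPTI-MEM were exposed to compounds in concentration-response for 18-24 h at 37 deg C. Viability was read by CellTiter-Fluor fluorescence (Ex 405/Em 525) after 30 min, before the luciferase read.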
Nrf2 inh: inhibitors of Nrf2 signaling; A549 ARE-Fluc reporter, luciferase luminescence, 18-24 h; Potency, µM (titrated, usually from 46 µM), inactives show at the top dose activity change, negative = inhibition, usual class: inhibitors; AID 504444; 360,000 compounds, 2.1% hits; further: potency means the concentration at half of the fitted maximal effect; on the % scale 0 is the no-effect control and ±100 the full control effect; nearly all actives have a fitted effect of over 60% in size
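Nrf2 activity is the BugLite luminescence, read 15 min after reagent at room temperature, following CellTiter-Fluor cytotoxicity readout (30 min, 37C). Compound titrations were applied for 18-24 h to 5000 A549 ARE_Fluc cells/well in 5% FBS OPTI-MEM.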
Nrf2 activator: Nrf2 pathway activation. Potency, µM (doses to about 46.1 µM), inactives show at the top dose activation, actives largely listed as activators. AID 624171. AREc32 ARE-luciferase reporter (MCF7-derived line), luminescence, 24 h. 410,000 compounds, 0.31% hits; further: potency means the concentration at half of the fitted maximal effect; % of control where 0% means no effect; nearly all actives have a fitted effect of over 65% in size
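Luciferase luminescence (Steady-Glo, 30 min at room temperature) served as the read-out of ARE activation in AREc32 cells treated with compounds for 24 hr at 37 deg C.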
MCF10A rerep: induces DNA re-replication in MCF 10a normal breast cells; MCF 10A DNA re-replication, Hoechst nuclear intensity, 48 h; Potency, µM (titrated, usually from 46.1 µM), for the others: top-dose activity, positive = re-replication, hits mostly activators; 350,000 compounds, 2.9% hits; AID 624296; further: potency means the concentration at half of the fitted maximal effect; % of control where 0% means no effect; nearly all actives have a fitted effect of over 50% in size
ATXN2 expr inh: reduces ATXN2 reporter expression in HEK-293 cells; HEK-293 ATXN2-luciferase reporter, luminescence, 24 h; Potency, µM (top dose mostly 57 µM), for inactives: at the top dose activity change, negative = inhibition, hits mostly inhibitors; 360,000 compounds, 0.72% hits; AID 1745845; further: potency means the concentration at half of the fitted maximal effect; on the % scale 0 is the no-effect control and ±100 the full control effect; nearly all actives have a fitted effect of over 55% in size
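ATXN2-luciferase reporter cells (luciferase flanked by upstream and downstream ATXN2 gene portions) were treated 24 h at 37 °C with compounds at up to 57 uM. SteadyGlo luminescence gave expression; GF-AFC fluorescence gave viability.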
HepG2 tox: counter-screen for TGF-b inhibitors: cytotoxicity in HepG2 cells. AID 588856. 410,000 compounds, 0.76% hits. HepG2 CAGA-GFP viability, ATP luminescence, 18 h. Potency, µM (series often up to 46.1 µM), without a hit: top-dose activity change, negative = cytotoxicity, actives largely listed as cytotoxic; further: potency means the concentration at half of the fitted maximal effect; some results filed as inactive show a strong effect at the top dose
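HepG2 CAGA-GFP cells (1000/well, DMEM with 1% FBS) received compound, then TGF-beta at 500 pg/mL final, and were incubated 18 hours at 37 degrees C. Viability was read by CellTiter-Glo luminescence. Media-only wells were set as complete cell-killing and DMSO as no toxicity.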
S2 tox: cell viability loss in ATXN counter-screen. AID 651635. Potency, µM (top dose mostly 56.7 µM), actives largely listed as cytotoxic. 400,000 compounds, 0.49% hits. S2 cells (HEK-293 line with an ATXN2-luciferase reporter) viability, CellTiter-Fluor protease fluorescence, 24 h; further: potency means the concentration at half of the fitted maximal effect; nearly all actives have a fitted effect of over 40% in size
IL-1B inflam inh: inhibitors of inflammasome signaling (IL-1 beta secretion). 360,000 compounds, 4.7% hits. THP-1 LPS/ATP IL-1B secretion, AlphaLISA, 16 h; hits give low values. activity change, % at 57.5 µM; in the data active means activity change below about -50%; inconclusive means mostly about -30% to -49%; further: on the % scale 0 is the no-effect control and ±100 the full control effect
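THP-1 cells pretreated 1 hr with compounds (up to 57.5 uM final), then stimulated with LPS (250 ng/mL final) plus ATP (1.25 mM final); secreted IL-1B measured by AlphaLISA after 16 hr, decreased signal indicating inhibition.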
TGFb inhibitor: TGF-b pathway inhibition; 410,000 compounds, 1.2% hits; Potency, µM (series often up to 46.1 µM), inactives show at the highest dose activity, negative = inhibition, actives largely listed as inhibitors; HepG2 CAGA-GFP TGF-b/SMAD3 reporter, GFP fluorescence, 18 h; TGF-beta stimulated, 500 pg/mL final; further: potency means the concentration at half of the fitted maximal effect; on the % scale 0 is the no-effect control and ±100 the full control effect; nearly all actives have a fitted effect of over 65% in size
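HEPG2 CAGA-GFP reporter cells (1000/well, DMEM with 1% FBS) received compounds, then recombinant TGF-beta at 500 pg/mL final for 18 hours at 37 degrees C. Per-cell GFP summed per well was normalised to unstimulated and stimulated DMSO controls before curve fitting.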
An asterisk follows results filed as active; i = inactive; ? = inconclusive; . = not tested or not shown; & = joins results of further samples; [ ] = remark or other dose. Unless noted, the call rests on the fitted dose curve; in most records, active means well fitted curve in the direction sought with a large enough effect; inconclusive means small, poorly fitted or top-dose-only effect, or another doubt; inactive means no such curve, though single readings can be large; an effect the other way counts as inactive or inconclusive.

SMILES | A549 tox | Nrf2 inh | Nrf2 activator | MCF10A rerep | ATXN2 expr inh | HepG2 tox | S2 tox | IL-1B inflam inh | TGFb inhibitor
N#C/C(C(N)=O)=c1/ccc2c(c1)N1C3=C(CCCC3)CC3CCCCC31N=2 (stereo not given) | -3% | -13% | -0.4% | -4% | -22% | -87% | ? | -102* | ?
C=CCn1c(SCC(=O)Nc2ccccc2CC)nnc1-c1ccncc1 | -5% | 1% | -0.7% | 1% | 0% | 4% | i | -1 | -1%
CC(C)Cn1c(=S)[nH]c2ccccc2c1=O | 7% | -8% | 0.0% | -4%[9.22 µM] | -7% | -2% | i | 24 | -22%
O=C(COC(=O)Cc1ccc(Cl)cc1Cl)NCc1ccccc1 | . | . | -2.1% | . | . | 1% | i | 13 | -18%
CCCCOc1ccc(C)cc1CN(CCO)CCO | -2% | 13% | 0.3% | -1% | -8% | -8% | i | -1 | -1%
CNS(=O)(=O)c1cc(OCC(N)=O)c(C)cc1Cl | 0% | -5% | 0.2% | -1% | 0% | 5% | i | 16 | 1%
O=C(CN1C(=O)c2ccccc2C1=O)N1CCN(c2ccccn2)CC1 | 11% | . | -0.3% | -1% | -3% | -9% | i | -13 | 18%
Cc1ccc2nc(NC(=O)C3CC3C)sc2c1 (stereo not given) | 2% | ? | 0.0% | 12% | 59%[activator] | -8% | i | 30 | 0%
N#CC(c1ccc(=O)[nH]n1)c1ccc(Cl)cc1Cl (stereo not given) | -5% | 0% | 2.8% | ? | -12% | -5% | i | -3 | -4%
Cc1c(N=NC2=C(O)CC(C)(C)CC2=O)cc2c(c1[N+](=O)[O-])C(C)(C)CC2(C)C | -8% | 0% | 0.0% | ? | 8% | -35% | ? | . | -48%
Cc1c(NC(=S)N/N=C/c2ccc(N(C)C)cc2)c(=O)n(-c2ccccc2)n1C | -5% | -17% | 2.4% | -3% | -16% | 14% | i | 0 | 0%
CC1=C(C(=O)Nc2cccc(C(=O)NC(C)c3ccccc3)c2)SCCO1 (stereo not given) | 0% | -10% | 0.1% | 0% | -20% | -2% | ? | -10 | 1%
Cc1ccc(C(=O)N2CCN(CCc3ccncc3)CC2)cc1 | 4% | 7% | -1.0% | . | . | -2% | . | . | 2%
CN(C)c1nc(N)nc(CSc2nc3c(c(=O)n(C)c(=O)n3C)n2Cc2ccccc2F)n1 | -8% | 3% | 0.2% | -3% | -12% | 5% | i | 18 | -5%
CO[C@H]1CC[C@@]2(C)[C@@H](CC[C@@H]3[C@@H]2CC[C@@]2(C)[C@H]3C[C@H](C(=O)O)O[C@]23CCCO3)C1 | -10% | -15% | 0.0% | 5% | -5% | 16µM* | i | 70 | 2%
COC(=O)C1CCN(C(=O)COC(=O)c2n[nH]c3ccccc23)CC1 | -4% | -7% | -0.4% | -3% | 13% | 11% | i | -5 | 5%
COc1cccc(N2CCN(C(=O)C3CCN(S(=O)(=O)c4cccs4)CC3)CC2)c1 | 6% | ? | 2.6% | 6% | -11% | 1% | ? | 18 | -2%
O=C(Nc1ccccc1-c1ccccc1)c1ccccc1 | -5% | 4% | -0.4% | 0% | . | -9% | i | -2 | 6%
CC/C(=N/N=C(\CC)c1ccccc1)c1ccccc1 | 10% | 15% | -0.9% | 21% | 3% | 1% | i | 3 | -6%
C=CCN(c1ccc(C(=O)NCCN2CCOCC2)cc1)S(C)(=O)=O | -2% | 9% | -0.2% | -1% | 12% | 4% | i | 11 | -2%

Of the compounds above, these have a Cl atom.
SMILES | A549 tox | Nrf2 inh | Nrf2 activator | MCF10A rerep | ATXN2 expr inh | HepG2 tox | S2 tox | IL-1B inflam inh | TGFb inhibitor
O=C(COC(=O)Cc1ccc(Cl)cc1Cl)NCc1ccccc1 | . | . | -2.1% | . | . | 1% | i | 13 | -18%
CNS(=O)(=O)c1cc(OCC(N)=O)c(C)cc1Cl | 0% | -5% | 0.2% | -1% | 0% | 5% | i | 16 | 1%
N#CC(c1ccc(=O)[nH]n1)c1ccc(Cl)cc1Cl (stereo not given) | -5% | 0% | 2.8% | ? | -12% | -5% | i | -3 | -4%

More results:
SMILES | A549 tox | Nrf2 inh | Nrf2 activator | MCF10A rerep | ATXN2 expr inh | HepG2 tox | S2 tox | IL-1B inflam inh | TGFb inhibitor
CCOCCCNC(=O)C(NC(=O)c1ccc2c(c1)OCO2)c1ccc(Cl)cc1 (stereo not given) | -9% | -17% | -0.8% | 1% | -9% | -2% | . | -4 | -5%
O=C(CN1CCCCC1)NC(=O)Nc1ccccc1F | 9% | 25% | 2.5% | 3% | 33% | 9% | i | -18 | 12%
CN(CC(=O)Nc1cccc(F)c1)C(=O)c1cc(S(=O)(=O)N2CCN(c3ccccc3)CC2)ccc1Cl | -18% | ? | -0.8% | 17% | -28% | -5% | i | -27 | ?
Cc1ccc(S(=O)(=O)CC(=O)N(CCCN(C)C)c2nc3ccc(C)cc3s2)cc1 | -3% | 2% | -1.1% | 1% | -7% | -39% | i | -55* | 0%
Cc1ccnc(NC(=O)c2c(C)oc3ncn(CC(C)C)c(=O)c23)c1 | -1% | ? | 3.9% | . | 33% | -10% | i | . | 5%
Cc1cc(/C=C(\C#N)C(=O)OCC#N)c(C)n1CC(C)C | -17% | 2% | 5.2% | 0% | 54%[activator] | -15% | i | -11 | 3%
COc1ccccc1CNC(=O)CN(c1ccc(C)cc1)S(=O)(=O)c1c(C)noc1C | -9%&-3% | 0%&0% | -0.6%&-0.2% | -1% | -14% | -6%&-26% | ? | -14 | 7%&-19%
CCN(CC(=O)Nc1c(F)cccc1F)C(=O)C1CCN(S(=O)(=O)c2ccc(C)c(C)c2)CC1 | -3% | -13% | -0.7% | 4% | -6% | 1% | i | -13 | 0%
O=C(c1ccc(F)c(F)c1)N1CCC2(CC1)NCCc1[nH]cnc12 | 1% | 8% | 0.2% | -1% | 1% | 2% | i | 9 | -9%
CN1C(=O)C(N=Nc2ccc([N+](=O)[O-])cc2)SC1=S (stereo not given) | ? | -23% | 6.8% | ? | -22% | -23% | i | -89* | ?
CCN(CC)CCN(Cc1cc2cc(C)ccc2[nH]c1=O)C(=O)Nc1ccccc1OC | -27% | 8% | -0.3% | -8% | -1% | -31% | i | -22 | 5%
O=C1CC(c2nnc(Cc3ccc(Cl)cc3)o2)CN1c1ccccc1 (stereo not given) | 5% | -22% | 3.4% | . | -6% | -1% | i | . | -23%
N#Cc1c(N)[nH]c(C(=O)c2ccccc2)c1-c1ccc(Cl)cc1 | . | . | -0.9% | . | -11% | . | ? | 0 | .
FC(F)(F)c1cc(-c2ccccc2)nc(-n2cncn2)n1 | 4% | ? | 0.2% | -1% | -13% | -3% | i | -1 | 0%
CCOc1ccc(/C=C/[N+](=O)[O-])c2ccccc12 | ? | 26µM* | 8.8% | 2.3µM* | 25µM* | -92% | ? | -101* | 5µM*
COCCNCC(=O)Nc1ccc(C)c(S(=O)(=O)N2CCCCC2)c1 | -7% | 6% | 0.3% | -47%[inhibitor] | -38% | 1% | ? | 14 | -9%
CCN(CC)c1nn2c(=O)c(C(=O)NCc3ccc(N(C)C)cc3)cnc2s1 | 5% | -10% | -1.1% | . | . | -4% | . | . | -23%
Cc1ccccc1N(CC(=O)NCc1ccncc1)S(C)(=O)=O | -2% | 9% | -0.1% | 15% | 5% | 1% | i | 16 | ?
O=C(O)c1cc2ccccc2n1-c1ccccc1 | -1% | 12% | -0.3% | -3% | 3% | -1% | i | 31 | 2%
COc1ccccc1CCN=C(N)NS(=O)(=O)c1ccc(F)cc1 | 13% | 5% | 4.0% | 0% | 4% | -3% | i | i | -5%
CC(C)[C@H](NS(=O)(=O)c1ccccc1)C(=O)Nc1ccccc1N1CCOCC1 | -7% | -2% | 0.1% | 2% | 7% | -46% | i | -2 | ?
O=C1C[C@H](c2ccccc2Cl)N1S(=O)(=O)c1ccccc1[N+](=O)[O-] | -1% | . | . | . | . | -1% | . | . | 2%
COc1cc(-n2c(=O)c3ccccc3n(CC(=O)OCc3ccccc3)c2=O)cc(OC)c1OC | -6% | 8% | 0.1% | -2% | -4% | -18% | i | 23 | -22%
Cc1ccc2sc(N(CCN(C)C)C(=O)c3ccc4ccccc4c3)nc2c1C | -1% | ? | -0.9% | 17% | . | -2% | i | -23 | ?
COc1ccc(N(C(=O)c2snc(C(N)=O)c2N)C(C(=O)NC2CCCC2)c2ccco2)c(OC)c1 (stereo not given) | -13% | ? | -0.3% | ? | -19% | -15% | i | -70* | 11%
O=C(/C(=N/O)n1cncn1)c1ccccc1Cl | 3% | 2% | -0.1% | 1% | ? | 9% | i | 7 | -1%
Cc1ccc(CNc2cc(C)nc3nc(-c4ccc(C)cc4)nn23)cc1 | 10% | . | -0.2% | . | 11% | -4% | i | . | 3%
CCOC(=O)C(=N/O)/C(C)=N/NC(C)=O | 3% | -7% | 4.1% | ? | 16% | -18% | i | 0 | -6%
COc1ccc(-c2cc(C(=O)Nc3c(F)cc(F)cc3Br)no2)cc1 | 2% | -6% | 0.2% | 0% | . | 1% | i | 1 | -11%
COc1ccc(CCNC(=O)CCc2c(C)nc3cc(-c4ccccc4)nn3c2C)cc1OC | -12% | ? | -3.0% | . | ? | -28% | i | . | -25%
COCC1CCN(Cc2c(C(=O)N3CCc4ccccc4C3)nc3ccc(Cl)cn23)C1 (stereo not given) | -6% | 13% | 2.7% | ? | 2% | -14% | i | 27 | -7%
C=CCn1c(SCC(=O)NCc2ccco2)nc2ccccc2c1=O | 1% | -2% | 0.3% | 1% | 0% | 5% | i | 32 | 11%
CCN(CC)CCOCCOc1ccccc1F | -1% | -12% | 0.0% | 4% | -12% | -8% | i | 19 | -3%
Nc1nnnn1NCc1cccc(OCc2ccccc2)c1 | -17% | -12% | -0.3% | 5% | 4% | -9% | i | 35 | 2%

Compounds as they come; overall some 8.8% were active at least once.
